HepG2 tox = counter-screen for TGF-b inhibitors: cytotoxicity in HepG2 cells; HepG2 CAGA-GFP viability, ATP luminescence, 18 h; actives 0.76% (n = 410,000); Potency, µM (titrated, usually from 46.1 µM), for inactives: at the top dose activity change, negative = cytotoxicity, usual class: cytotoxic; note: potency is the fitted concentration of half-maximal effect; some results filed as inactive show a strong effect at the top dose
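HepG2 CAGA-GFP cells (1000/well, DMEM with 1% FBS) received compound, then TGF-beta at 500 pg/mL final, and were incubated 18 hours at 37 degrees C. Viability was read by CellTiter-Glo luminescence. Media-only wells were set as complete cell-killing and DMSO as no toxicity.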
Nrf2 ARE act = activators of Nrf2 (ARE) signaling; AREc32 ARE-luciferase reporter (MCF7-derived line), luminescence, 24 h; Potency, µM (highest dose often 46.1 µM), for the others: top-dose activation, usual class: activators; actives 0.31% (n = 410,000); AID 624171; note: potency is the fitted concentration of half-maximal effect; % of control where 0% means no effect; nearly all actives have a fitted effect of over 65% in size
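Reporter line AREc32 (ARE-Fluc), seeded overnight in OPTI-MEM with 5% FBS; compound pin-transferred, 24 hr at 37 deg C, 5% CO2; luminescent read-out.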
TGFb SMAD3 inh = TGF-b pathway inhibition; HepG2 CAGA-GFP TGF-b/SMAD3 reporter, GFP fluorescence, 18 h; TGF-beta stimulated, 500 pg/mL final; Potency, µM (highest dose often 46.1 µM), without a hit: top-dose activity, negative = inhibition, usual class: inhibitors; actives 1.2% (n = 410,000); note: potency is the fitted concentration of half-maximal effect; % is set by controls: 0 for no effect and ±100 for the full control effect; nearly all actives have a fitted effect of over 65% in size
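Inhibition was scored as loss of TGF-beta-induced (500 pg/mL final, 18 hours, 37 degrees C) GFP in HEPG2 cells carrying a CAGA-GFP reporter, in DMEM with 1% FBS. Well GFP was summed per cell; Activity was normalised to unstimulated and stimulated DMSO wells, then concentration-response fitting.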
IL1B secr inh = inhibitors of inflammasome signaling (IL-1 beta secretion). activity change, % at 57.5 µM. actives 4.7% (n = 360,000). AID 743279. THP-1 LPS/ATP IL-1B secretion, AlphaLISA, 16 h; active compounds read low; in the data active = activity change below about -50%; inconclusive = mostly about -30% to -49%; note: % is set by controls: 0 for no effect and ±100 for the full control effect
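Secreted IL-1B measured by AlphaLISA bead assay after 16 h compound exposure of THP-1 cells; compounds (final up to 57.5 uM) added 1 h before LPS (250 ng/mL) and ATP (1.25 mM) stimulation; lower signal means less secretion.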
ATXN2 expr inh = ATXN2 expression inhibition. HEK-293 ATXN2-luciferase reporter, luminescence, 24 h. actives 0.72% (n = 360,000). Potency, µM (series often up to 57 µM), without a hit: at the top dose activity change, negative = inhibition, actives largely listed as inhibitors. AID 1745845; note: potency is the fitted concentration of half-maximal effect; % is set by controls: 0 for no effect and ±100 for the full control effect; nearly all actives have a fitted effect of over 55% in size
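qHTS (up to 57 uM final) was run with 24 h compound exposure of reporter cells at 37 °C. Each well was multiplexed: SteadyGlo luminescence measured ATXN2-luciferase expression after a fluorogenic Gly-Phe-AFC viability readout (25 uM final).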
MCF10A rereplic = DNA re-replication induction in MCF 10a cells; MCF 10A DNA re-replication, Hoechst nuclear intensity, 48 h; Potency, µM (top dose mostly 46.1 µM), for inactives: at the highest dose activity, positive = re-replication, hits mostly activators; actives 2.9% (n = 350,000); AID 624296; note: potency is the fitted concentration of half-maximal effect; % of control where 0% means no effect; nearly all actives have a fitted effect of over 50% in size
Nrf2 block = inhibitors of Nrf2 signaling; actives 2.1% (n = 360,000); Potency, µM (highest dose often 46 µM), for the others: top-dose activity change, negative = inhibition, actives largely listed as inhibitors; A549 ARE-Fluc reporter, luciferase luminescence, 18-24 h; AID 504444; note: potency is the fitted concentration of half-maximal effect; % is set by controls: 0 for no effect and ±100 for the full control effect; nearly all actives have a fitted effect of over 60% in size
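Nrf2 function is reported as luminescence of an ARE-controlled luciferase in A549 cells. Compounds were tested at several concentrations, and a CellTiter-Fluor read on the same wells flagged cytotoxicity.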
ATXN viability = reduces viability in counter-screen for ATXN expression inhibitors; S2 cells (HEK-293 line with an ATXN2-luciferase reporter) viability, CellTiter-Fluor protease fluorescence, 24 h; Potency, µM (titrated, usually from 56.7 µM), usual class: cytotoxic; actives 0.49% (n = 400,000); AID 651635; note: potency is the fitted concentration of half-maximal effect; nearly all actives have a fitted effect of over 40% in size
A549 tox = A549 cytotoxicity, counter-screen for Nrf2 inhibitors; Potency, µM (top dose mostly 46 µM), for the others: top-dose activity change, negative = cytotoxicity, actives largely listed as inhibitors; AID 504648; actives 0.16% (n = 390,000); A549 ARE-Fluc cells, CellTiter-Fluor viability, 18-24 h; note: potency is the fitted concentration of half-maximal effect; % is set by controls: 0 for no effect and ±100 for the full control effect
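A549 ARE_Fluc cells in 5% FBS OPTI-MEM were exposed to compounds in concentration-response for 18-24 h at 37 deg C. Viability was read by CellTiter-Fluor fluorescence (Ex 405/Em 525) after 30 min, before the luciferase read.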
An asterisk follows results filed as active; i = inactive; ? = inconclusive; / = no result given; & = joins results of further samples; [ ] = remark or other dose. Unless noted, calls come from the whole dose curve; as a rule, active = well fitted curve in the direction sought with a large enough effect; inconclusive = small, poorly fitted or top-dose-only effect, or another doubt; inactive = no such curve, though single readings can be large; an effect the other way counts as inactive or inconclusive.

SMILES	HepG2 tox	Nrf2 ARE act	TGFb SMAD3 inh	IL1B secr inh	ATXN2 expr inh	MCF10A rereplic	Nrf2 block	ATXN viability	A549 tox
Nc1ccc(C(=O)Nc2cccc(NC(=O)c3ccc(N)cc3)c2)cc1	-1.7%	0.0%	-1.6%	19.4	-5.3%	-2.2%	11.9%	i	8.3%
C=CCNc1ncnc2c1ncn2C1OC(CO)C(O)C1O (stereo not given)	7.94µM*	-0.6%	10µM*	65.9	-6.5%	?	?	i	-10.6%
CCC(=O)Nc1nonc1-c1nc2ccccc2n1CCC(C)C	-18.3%	8.3%	3.9%	-9.0	-9.3%	?	?	i	-10.6%
NNC(=O)c1ccc2ccccc2n1	-46.1%	9.2%	?	54.9	-5.2%	-2.6%	21.4%	?	1.3%
CCC(CC)C(=O)NN(C(=O)c1ccncc1)C1CC(=O)N(c2ccccc2)C1=O (stereo not given)	-6.3%	-0.1%	16.8%	29.9	-5.4%	5.7%	-1.0%	i	0.1%
COc1ccccc1-c1nnc(SC2CCc3ccccc3NC2=O)s1 (stereo not given)	1.4%	3.0%	12.6µM*	-13.0	11.4%	-1.8%	?	i	1.0%
O=C(NCc1ccc(F)cc1)c1cc(S(=O)(=O)N2CCCCC2)ccc1Cl	-3.8%	0.1%	-15.1%	9.3	-12.1%	?	-18.9%	i	-7.8%
CCCCN1C(=O)C(=O)N(CC(=O)Nc2sc(CC)cc2C(=O)OCC)C1=O	-9.5%	0.5%	-1.4%	14.0	16.1%	-0.5%	-8.8%	i	-2.1%
CCc1ccccc1NC(=O)CN1CCN(C(=O)c2cccc(-n3cnnn3)c2)CC1	-37.9%	0.7%	-19.5%	-0.7	/	-2.5%	-18.0%	i	0.6%
Cc1ccc(NC(=O)CN2Cc3ccccc3C2=O)c(C)c1	8.3%	-0.3%	30.0%[activator]	/	/	/	26.3%	/	-4.0%
Cc1ccc2c(=O)c(C(=O)NCc3cccs3)c[nH]c2c1	2.5%	0.1%	-1.8%	-11.8	59.4%[activator]	18.3%	7.9%	i	0.2%
COc1cc(OC)c(C2CC(=O)N3CN(c4ccc(C)cc4)CSC3=C2C#N)cc1OC (stereo not given)	7.8%	2.6%	3.1%	-10.2	0.0%	8.5%	?	i	0.9%
Cc1cccc(N(C)c2ccc3cc(S(=O)(=O)N4CCCC4)ccc3n2)c1	-26.1%&-31.1%	-0.2%&4.5%	?	-11.6	-16.5%&-14.8%	?	?	i	-0.2%&23.2%
Cc1cccnc1NC(=O)c1c(O)c2ccccc2n(C)c1=O	-27.9%	10.1%	26.7%	18.0	0.9%	?	/	i	7.1%
CCOC(=O)c1cccc(NC(=O)Nc2ccc(OCC)cc2)c1	-38.1%	-1.2%	-29.0%	-9.4	/	6.7%	?	?	-10.9%
Cc1cc(C)n2c(NCc3ccccc3)c(CC(C)C)nc2n1	/	3.4%	/	19.1	7.7%	/	/	i	/
c1ccc(-n2ncc3c2ncn2nc(CSc4nc5ccccc5s4)nc32)cc1	2.5%	-0.4%	-10.9%	0.0	-10.8%	5.9%	-9.0%	?	-2.9%
CCN(CC(=O)NC1CCS(=O)(=O)C1)c1ccc(S(=O)(=O)N(CC)CC)cc1[N+](=O)[O-] (stereo not given)	-2.9%	0.0%	1.3%	-17.6	-6.6%	3.6%	?	i	-15.5%
CCc1ccc(NC(=O)CN(c2cc(C)cc(C)c2)S(=O)(=O)c2c(C)[nH]c(=O)[nH]c2=O)cc1	24.2%&-14.2%	-1.1%&0.9%	12.5%&-8.4%	-1.1	27.0%	-0.6%	-1.5%&3.8%	i	-4.9%&-7.8%
CSc1ccc(/C=C/c2nc3ccccc3n2S(=O)(=O)c2ccc(Br)cc2)cc1	-97.4%	-3.0%	?	/	?	/	-83.3%	i	-23.4%
C=CCOC(=O)Cn1cnc2c(sc3nc(C)cc(C)c32)c1=O	25.4%	2.6%	38.0%[activator]	-70.9*	19.9%	6.3%	?	i	0.8%
O=C1CC(C(=O)Nc2ccc(O)c(C(=O)O)c2)C(c2ccccc2)O1 (stereo not given)	3.0%	0.0%	-0.1%	5.5	-2.7%	-3.5%	-6.7%	i	-7.3%
N#CCSc1ccccc1NC(=O)COC(=O)CCNC(=O)c1ccc([N+](=O)[O-])cc1	18.8%	-0.4%	16.7%	13.4	7.1%	1.4%	19.9%	i	4.0%
O=C(NCc1cccnc1)c1ccc(COc2ccccc2Br)cc1	-13.4%	0.1%	-18.5%	-86.8*	?	8.1%	?	?	-3.0%
CN1CCN(NS(=O)(=O)c2ccc(Cl)s2)CC1	0.0%	-1.1%	-17.2%	-3.6	1.1%	-1.3%	-0.3%	i	3.6%

More results follow:
SMILES	HepG2 tox	Nrf2 ARE act	TGFb SMAD3 inh	IL1B secr inh	ATXN2 expr inh	MCF10A rereplic	Nrf2 block	ATXN viability	A549 tox
Cc1c(CN2CCCC(C)C2)c(O)n(CCO)c(=O)c1C#N (stereo not given)	14.3%	-1.0%	0.3%	-2.2	-10.4%	-1.2%	-2.9%	i	0.1%
COC(=O)c1cn(C(=O)c2ccc3c(c2)OCO3)c2ccccc12	-18.7%	-0.4%	0.1%	-18.6	/	/	/	i	/
CC(C)(C)SCCNS(=O)(=O)c1ccc(F)cc1	-21.1%	0.3%	-25.1%	22.4	0.3%	-1.7%	-8.8%	i	-1.4%
O=C(Nn1c(O)c(C=C2N=c3ccccc3=N2)sc1=S)c1cccc(Cl)c1	-18.7%	3.2%	7.6%	-3.8	-31.0%	14.1%	/	i	-11.5%
COc1ccccc1N1CCN(c2ccc(=O)n(CC(=O)NCc3ccc(OC(C)C)cc3)n2)CC1	-22.2%	0.6%	?	/	?	/	-22.3%	?	2.5%
CCCC(=O)Nc1ccc(C(=O)NCc2ccccc2Cl)cc1	-2.3%	0.0%	4.0%	-9.8	8.2%	10.6%	-12.5%	i	2.4%
CCc1ccccc1N(CC(=O)Nc1cccnc1)S(=O)(=O)c1ccccc1	-13.9%	0.3%	7.4%	10.2	-2.0%	-0.3%	1.4%	i	1.1%
CCC(OC(=O)c1nsc(Cl)c1Cl)C(=O)NC(C)(C)C (stereo not given)	2.3%	-0.6%	22.8%	4.6	10.7%	0.8%	7.4%	i	10.6%
Cn1c(=O)c2sccc2n2c(CCCC(=O)NCc3ccc(F)cc3)nnc12	1.5%	0.0%	?	28.3	-11.0%	-0.8%	-7.2%	i	0.2%
COc1ccc(-c2onc3ccc(Br)cc23)cc1	-21.6%	-0.1%	-4.5%	-9.2	8.7%	3.4%	1.5%	i	0.8%
CCOC(=O)Cc1csc(NC(=S)NC(=O)c2ccc(Cl)cc2)n1	2.9%	-2.2%	1.1%	13.9	-37.1%	5.5%	/	i	8.2%
CS(=O)(=O)c1cccc(C(=O)Nc2ccccc2Cc2ccccc2)c1	-8.5%	-0.2%	-12.4%	-3.4	-2.9%	-3.5%	-5.9%	i	10.8%
Cc1cccn2c(=O)cc(CSc3nnc(NC(=O)COc4ccc(F)cc4)s3)nc12	3.3%	0.0%	-6.8%	/	/	/	/	/	-5.8%
COC(=O)c1nc(-c2ccccc2)oc1N(C)C	-3.5%	2.8%	-10.1%	-0.9	-4.9%	0.7%	-2.5%	i	0.5%
CCOC(=O)c1cnc2c(ccc3ccccc32)c1Cl	11.4%	3.3%[9.22 µM]	2.5%	-12.1	35.1%[activator]	-10.4%	4.5%	i	1.0%
CCN1CCN(c2ncc3c(n2)CCN(Cc2ccc(C)s2)C3)CC1	3.5%	-0.4%	-0.2%	/	-0.9%	/	/	i	1.4%
O=C(NC1CCCCC1)C(C1CC1)N1CCc2ccccc2C1 (stereo not given)	-5.1%	0.0%	-19.9%	4.6	2.2%	/	/	i	/
COc1cccc(C(=O)NCC(=O)N/N=C/c2cccc(OC(=O)c3ccc([N+](=O)[O-])cc3)c2)c1	7.6%	-0.5%	-6.0%	46.5	-9.2%[11.3 µM]	-7.8%	-9.9%	i	8.1%
CCC(=O)N1CCc2cc(S(=O)(=O)NCCC(=O)NCc3ccc(F)cc3)ccc21	2.2%	-0.4%	-0.5%	-3.1	-16.5%	1.0%	-15.2%	i	3.8%
CCN(c1ccccc1)S(=O)(=O)c1ccc(F)cc1	6.0%	-0.1%	-22.1%	-13.3	-2.3%	-3.5%	8.1%	i	0.8%

Seven entries already listed, ordered by formula weight, largest number first:
SMILES	HepG2 tox	Nrf2 ARE act	TGFb SMAD3 inh	IL1B secr inh	ATXN2 expr inh	MCF10A rereplic	Nrf2 block	ATXN viability	A549 tox
CCc1ccccc1N(CC(=O)Nc1cccnc1)S(=O)(=O)c1ccccc1	-13.9%	0.3%	7.4%	10.2	-2.0%	-0.3%	1.4%	i	1.1%
CCOC(=O)Cc1csc(NC(=S)NC(=O)c2ccc(Cl)cc2)n1	2.9%	-2.2%	1.1%	13.9	-37.1%	5.5%	/	i	8.2%
CS(=O)(=O)c1cccc(C(=O)Nc2ccccc2Cc2ccccc2)c1	-8.5%	-0.2%	-12.4%	-3.4	-2.9%	-3.5%	-5.9%	i	10.8%
CCN1CCN(c2ncc3c(n2)CCN(Cc2ccc(C)s2)C3)CC1	3.5%	-0.4%	-0.2%	/	-0.9%	/	/	i	1.4%
CCCC(=O)Nc1ccc(C(=O)NCc2ccccc2Cl)cc1	-2.3%	0.0%	4.0%	-9.8	8.2%	10.6%	-12.5%	i	2.4%
COc1ccc(-c2onc3ccc(Br)cc23)cc1	-21.6%	-0.1%	-4.5%	-9.2	8.7%	3.4%	1.5%	i	0.8%
CC(C)(C)SCCNS(=O)(=O)c1ccc(F)cc1	-21.1%	0.3%	-25.1%	22.4	0.3%	-1.7%	-8.8%	i	-1.4%

Source: PubChem BioAssay (National Center for Advancing Translational Sciences (NCATS))
